# A3A deaminase – human APOBEC3A DNA deaminase inhibition | recombinant A3A, FAM/TAMRA ssDNA deamination fluorescence | inhibition, % at 20 µM | 330,000 tested, 0.41% active | AID 493011;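 active = at least 40% inhibition at 20 µM here, with at most 30% in a related deaminase screen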;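 also: plate controls were A3A with DMSO for no effect and wells lacking A3A enzyme for full effect; some results filed as inactive read as strong as hits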
# hIAP activ – increases human intestinal alkaline phosphatase activity. P09923. purified human IAP, CDP-Star luminescence, 30 min; active compounds read high; 1 = vehicle-only enzyme, 0 = enzyme-free background. activation factor at 10 µM. 330,000 tested, 0.16% active. AID 2524;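 active = activation factor of the enzyme at least 2-fold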; also: the source names both 10 and 20 µM as test concentration; values of inactives mirror those of a sister screen read the other way
# Target sequence (P09923 whole entry, looked up): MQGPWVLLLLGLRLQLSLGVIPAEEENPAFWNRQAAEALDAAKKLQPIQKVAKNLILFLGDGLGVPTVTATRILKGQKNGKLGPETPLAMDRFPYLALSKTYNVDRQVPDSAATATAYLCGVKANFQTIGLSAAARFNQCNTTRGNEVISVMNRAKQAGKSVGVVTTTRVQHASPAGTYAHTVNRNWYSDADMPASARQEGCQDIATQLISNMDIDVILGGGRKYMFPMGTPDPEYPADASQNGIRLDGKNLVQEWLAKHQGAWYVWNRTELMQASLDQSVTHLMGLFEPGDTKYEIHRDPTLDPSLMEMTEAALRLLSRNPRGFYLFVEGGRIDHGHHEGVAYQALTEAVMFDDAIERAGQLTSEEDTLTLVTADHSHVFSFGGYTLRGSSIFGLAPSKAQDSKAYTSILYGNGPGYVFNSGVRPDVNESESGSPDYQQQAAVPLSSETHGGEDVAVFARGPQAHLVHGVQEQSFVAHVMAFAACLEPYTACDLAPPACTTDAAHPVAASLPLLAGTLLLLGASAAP
# A3G deaminase – blocks human APOBEC3G single-stranded DNA deamination. Q9HC16. recombinant A3G, ssDNA deamination FAM/TAMRA fluorescence. inhibition, % at 20 µM. 330,000 tested, 0.28% active. AID 493012;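 active = inhibition of at least 40% at 20 µM, with no more than 30% in the related APOBEC3A deaminase screen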;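 also: plate controls were DMSO wells with A3G for no effect and wells lacking A3G enzyme for full effect; some compounds called inactive have numbers as strong as hits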
# Target sequence (Q9HC16 whole entry, looked up): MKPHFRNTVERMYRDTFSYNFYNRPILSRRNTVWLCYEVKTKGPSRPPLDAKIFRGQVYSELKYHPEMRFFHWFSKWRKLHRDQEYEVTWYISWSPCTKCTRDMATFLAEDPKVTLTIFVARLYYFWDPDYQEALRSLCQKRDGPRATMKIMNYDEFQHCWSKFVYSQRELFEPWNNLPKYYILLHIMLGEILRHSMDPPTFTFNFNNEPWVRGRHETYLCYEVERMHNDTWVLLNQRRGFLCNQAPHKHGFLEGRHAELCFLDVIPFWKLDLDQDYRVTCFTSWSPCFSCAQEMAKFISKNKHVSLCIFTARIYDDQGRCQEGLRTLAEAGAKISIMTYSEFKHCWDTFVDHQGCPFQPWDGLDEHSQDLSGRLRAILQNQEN
# mIAP inh – mouse IAP inhibition | purified mouse IAP, CDP-Star luminescence, 30 min | inhibition, % at 10 µM | 330,000 tested, 0.2% active;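 active = inhibition of at least 40% at 10 µM in the primary screen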;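 also: plate controls were DMSO with enzyme for no effect and no enzyme wells for full effect; values of inactives mirror those of a sister screen read the other way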
# hIAP block – human IAP inhibition | P09923 | purified IAP, CDP-Star luminescence, 30 min | inhibition, % at 10 µM | 330,000 tested, 0.12% active | AID 2544;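 active = inhibition reaching a set limit with compound at 10 µM in the primary screen, cut at about 35% in these data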;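 also: plate controls were DMSO wells with enzyme for no effect and no-enzyme buffer wells for full effect; values of inactives mirror those of a sister screen read the other way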
# beta cell repl – induces beta-cell replication in MIN6 cells. MIN6 cells proliferation, ATPlite luminescence, 48 h; cells starved in 0.2% serum; 100% = growth in 10% serum. proliferation, % at 10 µM. 330,000 tested, 0.29% active;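 active = compounds whose signal lies at least 3.5 SD above the mean of all wells on their plate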;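 also: 0% = DMSO-treated cells in low-serum medium and 100% = 10% serum control; some compounds called inactive have numbers as strong as hits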
# MPTP inh – permeability transition pore inhibition. isolated mouse mitochondria, Ca2+ swelling absorbance, 30 min. inhibition, % at 10 µM. 360,000 tested, 1.4% active. AID 602449;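 active = inhibition of 50% or more, scaled per plate between neutral and stimulator controls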;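 also: 0% = DMSO wells given calcium and 100% = 1 mM EGTA wells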
# mIAP activ – increases mouse intestinal alkaline phosphatase activity. muIAP, CDP-Star luminescence, 30 min; active compounds read high; 1 = vehicle-only enzyme signal, 0 = enzyme-free wells. activation factor at 10 µM. 330,000 tested, 0.24% active. AID 2805;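 active = activation factor of at least 2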; also: the source names both 10 and 20 µM as test concentration; values of inactives mirror those of a sister screen read the other way
#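 Assay system: mouse IAP enzyme; Reagent: CDP-Star chemiluminescent phosphatase substrate; Compound: DMSO-dissolved test compounds; Incubation: 30 min, room temperature; Technique: luminescence from enzymatic CDP-Star hydrolysis; Controls: DMSO-only wells and no-enzyme negative control.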
# GRIN3A LBD mod – modulators (binders) of human NR3A ligand-binding domain | 340,000 tested, 2.5% active | NR3A LBD differential scanning fluorimetry, Tm shift; 0% = protein alone, 100% = glycine-bound protein | Tm shift relative to glycine control, % at 25 µM;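 active = melting temperature shift of at least 10% of the positive control shift, at one fixed dose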
# Starred values were filed as active, the others as inactive.
SMILES,A3A deaminase,hIAP activ,A3G deaminase,mIAP inh,hIAP block,beta cell repl,MPTP inh,mIAP activ,GRIN3A LBD mod
Cc1cccn2c(=O)nc(SCC(=O)N3N=C(c4cccs4)CC3c3ccc(F)cc3)nc12 (centres undefined),0.8,1.01,-6.0,1.9,-0.7,-6.4,-1.7,0.981,-0.4
Cc1cccc(C)c1OCc1n[nH]c(=S)o1,-11.4,1.06,-2.5,-4.8,-5.9,2.0,12.5,1.05,-1.2
Nc1ccn(-c2ncc(C(F)(F)F)cc2Cl)c(=O)n1,0.7,0.853,0.2,8.3,14.7,-2.3,-1.8,0.917,-3.7
O=C(NCc1ccc(Cl)cc1)c1cc([N+](=O)[O-])ccc1Cl,-3.2,0.976,-6.4,5.2,2.4,-3.7,-1.4,0.948,-1.0
Cn1nccc1NC(=O)COCC(=O)O,-0.7,1.02,-6.1,0.1,-2.5,-1.7,5.9,0.999,0.5
COCCNC(=S)NCc1ccc2[nH]c3c(c2c1)CCCC3,-0.6,1.04,3.3,6.0,-4.4,1.3,-0.7,0.94,-5.8
CC(C)NC(=O)CSc1nc2sccc2c(=O)n1-c1ccccc1,4.0,0.875,-2.9,-5.6,12.5,-3.4,3.2,1.06,-1.3
COC(=O)C1=C(Nc2ccccc2NS(=O)(=O)c2ccc(C(F)(F)F)cc2Cl)CSC1,0.7,1.24,-0.2,16.2,-23.9,-4.2,39.6,0.838,2.9
COc1ccc(C(=O)NCc2ccc(-n3cccc3)cc2)cc1OC,3.1,1.12,-4.7,-14.5,-12.1,-1.5,1.6,1.15,-1.8
CCOC(=O)C(CC)n1cnc2c(nnn2-c2ccc(C)cc2)c1=O (centres undefined),2.8,1.16,-1.0,-0.1,-16.1,-2.3,-0.2,1,0.5
CCn1nc([N+](=O)[O-])c(C(C#N)c2nc3ccccc3n2C)c(Cl)c1=O (centres undefined),-3.0,1.01,-4.8,12.9,-1.1,0.0,53.8*,0.871,-2.0
O=C(N/N=C/c1cc([N+](=O)[O-])ccc1O)c1ccc2c(c1)OCCO2,0.9,1.39,-6.3,26.5,-39.1,0.0,2.7,0.735,-13.9
CCOc1ccc(N2CC(C(=O)NCCc3ccc(F)cc3)CC2=O)cc1 (centres undefined),-6.5,1.16,-3.2,3.9,-16.3,0.0,-3.4,0.961,-0.7
Cc1ccc(C)c(NC(=O)CN(C)C(=O)COc2ncnc3sccc23)c1,-4.0,0.959,-8.6,2.5,4.1,-2.2,-1.8,0.975,0.6
Cn1nnnc1SCC(=O)Nc1ccc2c(c1)OCCO2,1.2,0.888,3.0,2.7,11.2,-1.3,-1.5,0.973,0.2
O=C(Nc1csc(Cl)c1)c1ccccc1,-0.9,1.04,-5.5,-5.2,-3.7,-2.2,9.1,1.05,-4.4
O=C(O)c1ccc(N/N=C/c2c(F)cccc2Cl)cc1,-5.0,0.939,-8.5,2.5,6.1,2.1,1.4,0.975,1.7
COc1ccc(C2CC(=O)N(CC(=O)NCC3CCCO3)c3ccccc3S2)cc1OC (centres undefined),-2.8,0.855,-6.4,4.6,14.5,-3.8,1.5,0.954,-0.8
CC(OC(=O)CCCN=C1NS(=O)(=O)c2ccccc21)C(=O)Nc1ccccc1F (centres undefined),-0.4,1.08,-3.0,-4.3,-8.2,1.8,0.1,1.04,-0.4
Cc1ccc(O)c(C(=O)c2cc(C#N)c(=O)n(Cc3ccccc3)c2)c1,-8.7,0.928,-10.1,12.0,7.2,-3.5,0.1,0.88,-2.3

# Reprinted at random: 2 entries already listed
SMILES,A3A deaminase,hIAP activ,A3G deaminase,mIAP inh,hIAP block,beta cell repl,MPTP inh,mIAP activ,GRIN3A LBD mod
CCn1nc([N+](=O)[O-])c(C(C#N)c2nc3ccccc3n2C)c(Cl)c1=O (centres undefined),-3.0,1.01,-4.8,12.9,-1.1,0.0,53.8*,0.871,-2.0
Nc1ccn(-c2ncc(C(F)(F)F)cc2Cl)c(=O)n1,0.7,0.853,0.2,8.3,14.7,-2.3,-1.8,0.917,-3.7

# (continued)
SMILES,A3A deaminase,hIAP activ,A3G deaminase,mIAP inh,hIAP block,beta cell repl,MPTP inh,mIAP activ,GRIN3A LBD mod
O=C1NC2c3ccccc3C(=O)N2c2c1cnn2-c1ccccc1 (centres undefined),-5.7,1.06,-5.1,6.8,-5.8,-1.1,-1.6,0.932,-0.6
O=C1CCCC(O)=C1N=Nc1c(Cl)cc(C(F)(F)F)cc1Cl,0.0,0.856,-6.5,10.5,14.4,-3.9,1.2,0.895,0.2
Cc1ccc(O)c(NC(=O)c2noc3c2CCc2ccccc2-3)c1,-1.1,0.987,-4.8,9.3,1.3,0.6,2.9,0.907,-1.7
CC[C@H](C)/C=C(C)/C=C/C1=CC2=CC(=O)[C@]3(C)OC(=O)[C@@H](C(C)=O)[C@@H]3C2=CO1,0.3,0.8,-12.7,20.9,20.0,-4.4,-1.1,0.791,-4.5
CCOc1ccccc1NC(=S)NC(=O)C1CC1,-3.4,0.989,0.7,7.0,1.1,0.1,-1.9,0.93,-3.0
CCCSC1=C(C#N)C(c2cc(OC)ccc2OC)CC(=O)N1 (centres undefined),-1.4,0.916,-5.7,1.3,8.4,-4.1,-1.1,0.987,-1.8
COCc1cc(C)nc(SCC(=O)Nc2ccc(C)c(C)c2)c1C#N,2.7,1.12,4.1,5.0,-12.3,0.0,1.1,0.95,-0.6
COc1cc(C=Nc2cccc(C)c2)c(O)c([N+](=O)[O-])c1,7.3,0.725,-3.4,19.6,27.5,0.2,9.9,0.804,-6.2
O=C(CSc1c(F)c(F)cc(F)c1F)Nc1ccc(C2SCCS2)cc1,2.4,0.85,-0.5,5.3,15.0,0.7,14.9,0.947,-2.2
CC(C)OCCCNC(=O)c1ccc2c(=O)n(Cc3ccc4c(c3)OCO4)c(=S)[nH]c2c1,0.5,0.922,-2.0,4.5,7.8,-4.5,1.9,0.955,0.1
CNC(=O)CCC(=O)Nc1ccc(C)cc1,3.6,0.976,0.5,-3.9,2.4,0.8,-0.2,1.04,3.9
CCOC(=O)c1c(-c2ccccc2)oc2ccc(OCC(=O)NN)cc12,-5.6,1.14,-8.8,-1.1,-13.9,-1.4,1.2,1.01,0.5
CCn1c(C(C)NC(=O)c2cccc(C)c2)nc2ccccc21 (centres undefined),2.3,1,-4.9,-4.5,-0.1,-4.9,-0.5,1.04,-1.1
CCOc1ccc(N=C2NC(=O)C(CC(=O)O)S2)cc1 (centres undefined),3.0,1.07,-2.2,2.7,-7.5,0.1,-5.7,0.973,0.8
O=C(C1CCN(C2CC(=O)N(c3ccc(Cl)cc3)C2=O)CC1)N1CCOCC1 (centres undefined),0.3,0.794,10.4,3.1,20.6,0.4,2.1,0.969,1.7
C/C=C/c1ccc(OCCCNC2CCCC2)c(OC)c1,-4.4,0.887,-5.5,-13.6,11.3,-0.9,0.9,1.14,0.4
CN1CCN(c2ccc(C(=O)c3ccccc3)cc2[N+](=O)[O-])CC1,3.8,0.787,-1.9,3.1,21.3,-2.1,1.5,0.969,-0.6
COC(=O)CCCC(=O)N1CCC(CCC(=O)NCc2ccc(F)cc2)CC1,-1.7,0.889,-6.6,-3.3,11.1,-1.9,-0.6,1.03,-4.4
CCN(CC)S(=O)(=O)c1cccc(NC(=O)CNC2CCCCCC2)c1,-1.4,0.933,-1.1,-6.1,6.7,-1.9,1.7,1.06,0.6
Fc1ccc(-c2nc3cnccn3c2NC2CCCC2)cc1,2.3,1.04,0.9,-16.3,-3.7,-1.2,0.6,1.16,1.4
O=C(OCc1nc2ccccc2[nH]1)C1CCCCC1,-0.7,1.26,-6.9,-5.5,-26.5,0.2,-0.1,1.05,-0.3
O=C(/C=C/c1cccc(Cl)c1)NCCN1CCOCC1,-1.7,1.07,-8.0,-8.8,-6.9,-3.1,-0.6,1.09,-0.9
OCc1ccnc2c(O)cccc12,-1.2,1.02,-4.1,-1.9,-2.2,-4.0,-0.8,1.02,-0.1
CN(Cc1ccco1)C(=O)c1ccc(N2CCCC2=O)cc1,-1.2,1.02,-3.0,-10.3,-2.2,0.0,-0.9,1.1,4.2
CC(C)(C)NC(=O)Cn1ccc(=N)c2ccccc21,1.0,1.01,-3.6,4.8,-1.5,-2.2,-2.7,0.952,0.8
O=C(COC(=O)c1cc(Cl)ccc1O)NCCC1=CCCCC1,-3.4,1.1,-8.2,9.6,-10.3,-3.0,-0.9,0.904,2.2
C[C@@]12CCC=C[C@H]1[C@H](c1ccc3ccccc3c1)N(Cc1ccccc1)C2=O,-2.0,0.933,-5.8,-0.7,6.7,-8.1,0.0,1.01,-0.5
COc1ccc(CN2CCN(C(=O)c3cccs3)CC2)c(OC)c1OC,-3.5,0.984,-4.8,-1.4,1.6,-2.7,-1.3,1.01,4.2
CC(C)C(=O)c1ccc(O)c(O)c1,-6.9,1.08,-1.3,-4.6,-8.5,-2.2,2.3,1.05,2.2
CC1(C)Cc2c(sc(NC(=O)C3CC(Cl)=CCC3C(=O)O)c2C#N)CO1 (centres undefined),-4.3,0.931,-7.7,1.0,6.9,0.9,0.4,0.99,-0.2
O=C(Cc1cccc2ccccc12)Nc1ccc2oc(-c3ccccc3)nc2c1,3.4,0.895,-2.6,-3.3,10.5,-5.0,22.2,1.03,3.4
Cn1c(C(=O)N2CCOCC2)cc2c(=O)n3ccccc3nc21,-1.1,0.959,-2.3,-3.2,4.1,-2.8,-0.8,1.03,-0.5
Cc1cc(C)n2nc(C(=O)N/N=C/c3ccccc3C)nc2n1,-0.6,1.18,-5.3,-3.5,-17.8,-1.7,0.6,1.03,-1.4
CC(=O)C1=C(O)C(=O)N(c2ccccn2)C1c1ccc(Cl)cc1 (centres undefined),-6.3,0.897,7.7,0.4,10.3,-2.5,-0.7,0.996,-4.4
CC(OC(=O)CNC(=O)c1ccco1)C(=O)Nc1ccc(Cl)cn1 (centres undefined),0.0,1.14,-10.4,6.9,-14.4,1.1,-1.5,0.931,1.1
COc1ccc(CCC(=O)Nc2ccc(C(=O)c3ccncc3)cc2)cc1,1.2,1.01,-2.7,2.2,-0.6,-1.0,-0.2,0.978,0.4
NC(N)=NS(=O)(=O)c1ccc(NC(=S)NC(=O)c2ccncc2)cc1,0.6,1.13,-1.3,1.6,-12.8,0.1,0.3,0.984,0.2
C=CCn1c(SCC(=O)NCC2CCCO2)nc2scc(-c3ccccc3)c2c1=O (centres undefined),-2.8,0.905,-5.6,0.2,9.5,-2.6,-1.7,0.998,0.6
CCCC(=O)NC(c1ccc(C(C)C)cc1)c1ccc2cccnc2c1O (centres undefined),-0.6,1.52,-8.0,0.5,-52.3,-3.2,0.8,0.995,1.7

# Profiles, quoted from the list. Screens in order: A3A deaminase | hIAP activ | A3G deaminase | mIAP inh | hIAP block | beta cell repl | MPTP inh | mIAP activ | GRIN3A LBD mod
# `CC1(C)Cc2c(sc(NC(=O)C3CC(Cl)=CCC3C(=O)O)c2C#N)CO1` (centres undefined) is entered as -4.3 | 0.931 | -7.7 | 1.0 | 6.9 | 0.9 | 0.4 | 0.99 | -0.2
# `CCCC(=O)NC(c1ccc(C(C)C)cc1)c1ccc2cccnc2c1O` (centres undefined) is entered as -0.6 | 1.52 | -8.0 | 0.5 | -52.3 | -3.2 | 0.8 | 0.995 | 1.7
# `CC(C)C(=O)c1ccc(O)c(O)c1` is entered as -6.9 | 1.08 | -1.3 | -4.6 | -8.5 | -2.2 | 2.3 | 1.05 | 2.2
# `COc1ccc(CCC(=O)Nc2ccc(C(=O)c3ccncc3)cc2)cc1` is entered as 1.2 | 1.01 | -2.7 | 2.2 | -0.6 | -1.0 | -0.2 | 0.978 | 0.4

# High-throughput results from PubChem.
